Source: PubChem BioAssay
A549 tox: A549 cytotoxicity, counter-screen for Nrf2 inhibitors; A549 ARE-Fluc cells, CellTiter-Fluor viability, 18-24 h; Potency, µM (highest dose often 46 µM), for the others: top-dose activity change, negative = cytotoxicity, usual class: inhibitors; 0.16% of 390,000 active; AID 504648; further: potency means the concentration at half of the fitted maximal effect; on the % scale 0 is the no-effect control and ±100 the full control effect
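A549 ARE-Fluc cells in 5% FBS OPTI-MEM, 5000 cells/well, rested 2 h then exposed to compounds in concentration-response for 18-24 h at 37 °C. Viability by CellTiter-Fluor fluorescence (Ex 405/Em 525) after 30 min; luciferase luminescence (BugLite, 15 min, RT) read afterwards.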
TGFb SMAD3 inh: TGF-b pathway inhibition. Potency, µM (top dose mostly 46.1 µM), for inactives: at the top dose activity, negative = inhibition, usual class: inhibitors. 1.2% of 410,000 active. HepG2 CAGA-GFP TGF-b/SMAD3 reporter, GFP fluorescence, 18 h; TGF-beta stimulated, 500 pg/mL final; further: potency means the concentration at half of the fitted maximal effect; on the % scale 0 is the no-effect control and ±100 the full control effect; nearly all actives have a fitted effect of over 65% in size
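Using HEPG2 CAGA-GFP reporter cells at 1000 cells/well, we pinned test compounds, stimulated with recombinant TGF-beta (500 pg/mL final) and measured total well GFP after 18 h.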
CCT modulator: modulators of cytosolic chaperonin (CCT/TRiC) activity | purified chaperonin ATPase assay, HTRF ADP detection, 30 min | activity change, % (test concentration not listed), hits read low | 0.3% of 360,000 active | AID 651819; in the data active means activity change below about -30%; further: on the % scale 0 is the no-effect control and ±100 the full control effect
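We incubate TRiC, 40 or 20 nM final, with library compounds at 76 uM and 10 uM ATP for 30 min at 37 °C. ADP formed is detected with Transcreener HTRF reagents after 30 min at room temperature.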
Akt phos inh: blocks phosphorylation of Akt | 0.32% of 360,000 active | activity change, % for hits at 50 µM | Neuro2A IGF-stimulated pAkt S473 HTRF, 20 min; hits give low values | AID 651550; in the data active means activity change below about -80%; inconclusive means mostly about -51% to -80%; further: on the % scale 0 is the no-effect control and ±100 the full control effect
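Neuro2A cells (4,500/well, DMEM with 0.5% FBS) were treated with compound at a single 50 µM final concentration, stimulated with 6 nM IGF for 20 min at 37 °C, and lysed. Phospho-Akt Ser473 was read by HTRF as 665/615 ratio ×10^4.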
HepG2 tox: kills HepG2 cells in TGF-b inhibitor counter-screen; Potency, µM (titrated, usually from 46.1 µM), inactives show top-dose activity change, negative = cytotoxicity, hits mostly cytotoxic; HepG2 CAGA-GFP viability, ATP luminescence, 18 h; AID 588856; 0.76% of 410,000 active; further: potency means the concentration at half of the fitted maximal effect; some results filed as inactive show a strong effect at the top dose
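HepG2 CAGA-GFP cells (1000/well, DMEM with 1% FBS) received compound, then TGF-beta at 500 pg/mL final, and were incubated 18 hours at 37 degrees C. Viability was read by CellTiter-Glo luminescence. Media-only wells were set as complete cell-killing and DMSO as no toxicity.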
Nrf2 inh: inhibitors of Nrf2 signaling; 2.1% of 360,000 active; Potency, µM (doses to about 46 µM), inactives show at the top dose activity change, negative = inhibition, actives largely listed as inhibitors; A549 ARE-Fluc reporter, luciferase luminescence, 18-24 h; further: potency means the concentration at half of the fitted maximal effect; on the % scale 0 is the no-effect control and ±100 the full control effect; nearly all actives have a fitted effect of over 60% in size
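Cells were seeded and rested 2 h, then exposed to compounds for 18-24 h. CellTiter-Fluor was read first as a viability measure. BugLite was added 15 min before the final luminescent read of ARE-luciferase activity in A549 cells.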
Nrf2 ARE act: Nrf2 pathway activation; AREc32 ARE-luciferase reporter (MCF7-derived line), luminescence, 24 h; Potency, µM (titrated, usually from 46.1 µM), for inactives: top-dose activation, most hits filed as activators; 0.31% of 410,000 active; AID 624171; further: potency means the concentration at half of the fitted maximal effect; % of control where 0% means no effect; nearly all actives have a fitted effect of over 65% in size
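AREc32 cells carrying an ARE-driven firefly luciferase, 1000 cells/well in OPTI-MEM with 5% FBS, dosed after overnight attachment and incubated 24 hr at 37 deg C. Steady-Glo luminescence read after 30 min at RT.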
MmCpn inh: M. maripaludis TRiC chaperonin inhibition. Potency, µM (top dose mostly 76.9 µM), for inactives: at the top dose activity, negative = inhibition, hits mostly inhibitors. purified Mm-Cpn ATPase, ADP Transcreener TR-FRET. 0.031% of 330,000 active. AID 504842; further: potency means the concentration at half of the fitted maximal effect; on the % scale 0 is the no-effect control and ±100 the full control effect; nearly all actives have a fitted effect of over 80% in size
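25 nM Mm-CPN + cpd, 10 min 37°C; + 10 uM ATP, 30 min 37°C; buffer 30 mM Tris pH 7.4, 100 mM KCl, 5 mM MgCl2, 1 mM DTT; Transcreener ADP HTRF detection 30 min RT.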
Abeta yeast res: compounds reversing amyloid beta toxicity in yeast; yeast expressing A-beta42, growth rescue, OD600, 48 h; response scale: 0% DMSO, 100% iron-clioquinol control; Potency, µM (series often up to 46.1 µM), for the others: at the top dose growth rescue, actives largely listed as activators; 0.063% of 410,000 active; further: potency means the concentration at half of the fitted maximal effect; nearly all actives have a fitted effect of over 55% in size
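Yeast A-beta toxicity model in growth medium with pinned compounds, 48 h at 30 C; growth read as absorbance at 600 nm. Normalized to FeCl3/clioquinol equimolar mix (positive) and DMSO (negative).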
* = called active by the depositor; i = inactive; ? = inconclusive; . = no result given; & = joins results of further samples; [ ] = dose if it differs, or a comment. Unless noted, the call rests on the fitted dose curve; in most records, active means well fitted curve in the direction sought with a large enough effect; inconclusive means small, poorly fitted or top-dose-only effect, or another doubt; inactive means no such curve, though single readings can be large; an effect the other way counts as inactive or inconclusive. Outcome played no part in choosing rows. Share with any hit: about 4.3%.

Every second line gives: Akt phos inh	Abeta yeast res	A549 tox	HepG2 tox	Nrf2 inh	Nrf2 ARE act	CCT modulator	TGFb SMAD3 inh	MmCpn inh
> CCCN(C(=O)/C=C/c1ccco1)c1c(N)n(Cc2ccccc2)c(=O)[nH]c1=O
  i	14%	1%	-6%	-7%	-1.4%	-2.6	-2%	1%
> CCN(CC)S(=O)(=O)c1ccc(NC(=O)Cn2cnc3ccccc3c2=O)cc1
  i	6%	-4%	2%	-15%	-0.4%	-1.8	7%	1%
> COCCn1c(N)c(N(Cc2ccccc2)C(=O)COc2ccc(F)cc2Cl)c(=O)[nH]c1=O
  i	7%	-7%	2%	-5%	-0.5%	1.0	3%	1%
> CCOC(=O)c1cnc2c(cnn2C)c1NCCC#N
  i	10%	-6%	8%	-24%	0.2%	-1.1	8%	-1%
> COc1ccc(NC(=O)CCN2CCN(C/C=C/c3ccccc3)CC2)cc1
  i	-14%	-2%	-61%	-1%	1.0%	-2.5	-15%	-3%
> NC(=S)NN=Cc1nccc2c(N)cccc12
  i	9%	.	-12%	.	0.5%	0.9	-26%	.
> COCCn1c(C)cc(C(=O)CSc2nncn2-c2ccccc2)c1C
  i	-1%	-8%	-1%	9%	0.4%	-2.6	-18%	-2%
> CN(c1ccc(C(=O)NCc2cccnc2)cc1)S(C)(=O)=O
  i	10%	0%	-11%	.	0.4%	-1.5	9%	1%
> CCO[C@H]1OC(C(=O)N2CCN(Cc3ccc4c(c3)OCO4)CC2)=C[C@@H](C2CC2)[C@@H]1CCCO
  i	-8%	-8%	-23%	?	-0.3%	-0.2	?	.
> Cc1cc(C(=O)Nc2c(C)n(C)n(-c3ccccc3)c2=O)c(C)o1
  i	15%	-3%	2%	4%	-0.3%	1.2	12%	-1%
> COc1cccc(C(C(=O)NC2CCCCC2)N(Cc2ccco2)C(=O)c2ccccn2)c1 (stereo unspecified)
  i	-4%	-8%	-20%	-18%	0.1%	-1.1	-5%	-1%
> Cc1cc2oc(=O)cc(CN3CCOCC3)c2cc1C(C)C
  i	-19%	5%	-13%	9%	-0.4%	-0.1	-7%	-1%
> CSc1nnc(-c2ccc(Br)s2)n1C
  i	-9%	3%	-35%	6%	-0.7%	0.0	-12%	-8%
> O=C1c2ccccc2NC(c2cccc(O)c2)N1c1ccccc1 (stereo unspecified)
  i	-1%	3%	-10%	4%	2.8%	1.2	2%	-3%
> CC(=O)Nc1cccc(NC(=O)CCNC(=O)c2ccc(Cl)cc2)c1
  i	4%	2%	5%	3%	2.0%	-1.7	6%	0%
> COc1ccc(/C=C(\C#N)C(=O)ONC2=NCCCCC2)cc1
  i	2%	-6%	-8%	0%	0.4%	1.7	24%	0%
> C(=NCCCN1CCOCC1)c1ccc2c(c1)OCO2
  i	-3%	3%	-10%	3%	0.4%	-1.6	5%	1%
> S=C1NC2=C(C(c3ccc(Br)cc3)N1)N1CCC2CC1 (stereo unspecified)
  i	-22%	5%	1%	7%	0.3%	-13	2%	-1%
> COc1ccccc1/C=C/C(C)=O
  i	-25%	0%	1%	5%	16%	-0.7	9%	0%
> O=C(CCSc1ccccc1)NC(=O)COC(=O)C1CCCCC1
  i	?	4%	-15%	1%	1.9%	2.7	3%	2%
> CCC(CC)C(=O)c1c[nH]c(C(=O)NCCOC)c1
  i	-16%	-1%	9%	17%	-0.1%	-0.2	2%	0%
> CCCCCCCCN1C(=O)[C@H](CC(=O)NCCCOC)C[C@@]2(C(=O)OC)CCCCC=C12
  i	-1%	.	.	.	0.9%	1.1	.	.
> Cc1nc2ccc(NC(=O)c3ccc(Cl)nc3)cc2s1
  i	9%	-2%	-16%	-1%	3.6%	1.2	-25%	1%
> COc1ccc2nc(NC(=O)c3ccccc3C(=O)O)sc2c1
  i	-16%	0%	-3%	-15%	4.3%	0.0	15%	-9%
> CC1(c2ccc(OC(F)F)cc2)NC(=O)N(CC(=O)Nc2cccnc2Cl)C1=O (stereo unspecified)
  i	-11%	-6%	-96%	-9%	0.3%	-0.3	12%	1%
> COc1cc(OC)cc(-c2cc(N3C(=O)Nc4ccccc4N3O)n[nH]2)c1
  i	11%	6%	-19%	11%	-0.3%	1.1	-1%	0%
> COc1ccc(N(CCC(=O)O)S(=O)(=O)c2ccc(C)cc2C)cc1
  i	2%	0%	-1%	-1%	0.5%	-2.3	5%	0%
> COC(=O)CSc1ccc(-c2nc3ccc(C)cc3[nH]2)cn1
  i	9%	5%	-20%	23%	5.6%	-0.1	?	-1%
> Cc1noc(C)c1NC(=O)N(C)C[C@H]1Oc2ccc(NC(=O)C3CCCCC3)cc2C(=O)N([C@H](C)CO)C[C@@H]1C
  i	0%	-6%	1%	-4%	0.0%	-2.3	7%	0%
> CN(Cc1ccc(Cl)cc1)C(=O)c1ccccc1SCC(=O)N1CCCC1
  i	-2%	0%	10%	-2%	-0.4%	-50*	-4%	1%
> Cc1ccnc(NC(=O)CCC(=O)N(CC(=O)NCCc2ccccc2)c2ccccc2F)c1
  i	8%	2%	-9%	?	2.3%	0.7	-3%	-4%
> Cc1ccccc1NC(=O)C(C)OC(=O)C1CC(=O)N(Cc2ccco2)C1 (stereo unspecified)
  i	9%	-3%	5%	5%	-1.0%	0.4	3%	?
> COc1ccc(C(=O)Oc2ccc3c(c2)OCO3)cc1OC
  i	-23%	-2%	2%	14%	-0.2%	-0.7	-3%	4%
> Cc1ccc2c(c1)-c1nc(-c3ccc(Cl)cc3)cc(-c3coc4ccccc4c3=O)c1CO2
  .	-16%	8%	-5%	31%	0.5%	.	-2%	.
> CCc1cccc(C)c1NC(=S)NCc1ccc2[nH]c(C)cc2c1
  i	-1%	-6%	5%	4%	0.7%	1.4	2%	-11%
> CC(Oc1cc2oc(=O)c3c(c2cc1Cl)CCC3)C(=O)NCC1CCC(C(=O)O)CC1 (stereo unspecified)
  i	13%	0%	-5%	11%	-0.7%	-1.3	1%	?
> CCCCN(C(=O)C(CCSC)N1C(=O)c2ccccc2C1=O)c1c(N)n(CCC)c(=O)[nH]c1=O (stereo unspecified)
  i	-7%	-13%	3%	-12%	-0.2%	-1.7	6%	1%
> COc1cccc(N2CCN(C(=O)c3ccc(CS(=O)c4ccc(C)cc4)o3)CC2)c1 (stereo unspecified)
  i	-10%	-14%	-14%	?	0.3%	-5.5	-29%	-1%
> Cc1csc(CNc2ncnc3ccc(-c4ccccc4Cl)cc23)c1
  .	-31%[inhibitor]	0%	-17%	?	4.6%	.	-21%	-1%&-4%
> CCc1ccc(C(=O)NNC(=O)C2CCN(c3ncnc4sc(C)c(C)c34)CC2)cc1
  i	5%	-7%	-23%	?	-0.3%	-1.9	-15%	-10%
> CCCCCSc1ncccc1C(=O)O
  i	17%	1%	-90%	1%	-0.5%	3.1	7%	2%
> CC(C)N(C#N)c1nc(N2CCOCC2)nc(N2CCOCC2)n1
  i	10%	-2%	-3%	-15%	0.5%	0.3	4%	0%
> COc1cccc(CCc2nnc(CCC(=O)N3CCN(Cc4ccccn4)CC3)o2)c1
  i	-3%	-6%	13%	-1%	-0.2%	-0.8	11%	-2%
> Nc1nc2ccccc2n1/N=C/c1cccnc1
  i	10%	-2%	-6%	?	15%	-1.5	-1%	.
> CN(C)S(=O)(=O)c1ccc(NC(=O)c2c(F)cccc2Cl)cc1
  i	5%	-3%	-15%	-19%	-0.6%	-2.0	5%	-1%
